From PubChem BioAssay
GC-A act – GC-A (human) enzyme activation; AID 1671463; activation, % at 10 µM; P16066; 370,000 compounds, 0.14% hits; HEK293 GC-A cells, cGMP TR-FRET, EC30 ANP; 0% at EC30 ANP, 100% saturating ANP; in the data active = activation above about 40%
ADAM10 inh – ADAM10 inhibition, QFRET primary screen; recombinant ADAM10, EDANS/DABCYL FRET peptide cleavage, 3 h; AID 720582; inhibition, % at 7 µM; O14672; 370,000 compounds, 0.62% hits;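 active = inhibition above a per-campaign cutoff equal to the mean of compounds falling between control-based bounds plus 3 SD, cut at about 20% in these data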;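 note: 0% = DMSO wells while the 100% control is not disclosed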
HGIII-sPLA2 inh – Blocks human group III sPLA2 activity; QFRET BODIPY PC-A2 liposome hydrolysis, fluorescence; inhibition, % at 12.2 µM; 370,000 compounds, 0.56% hits;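 active = inhibition above mean plus 3 SD of compounds lying within the high and low control bounds, cut at about 19% in these data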;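 note: 0% = median of test compound wells and 100% = no enzyme DMSO wells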
Target sequence (Q9NZ20 whole entry, looked up): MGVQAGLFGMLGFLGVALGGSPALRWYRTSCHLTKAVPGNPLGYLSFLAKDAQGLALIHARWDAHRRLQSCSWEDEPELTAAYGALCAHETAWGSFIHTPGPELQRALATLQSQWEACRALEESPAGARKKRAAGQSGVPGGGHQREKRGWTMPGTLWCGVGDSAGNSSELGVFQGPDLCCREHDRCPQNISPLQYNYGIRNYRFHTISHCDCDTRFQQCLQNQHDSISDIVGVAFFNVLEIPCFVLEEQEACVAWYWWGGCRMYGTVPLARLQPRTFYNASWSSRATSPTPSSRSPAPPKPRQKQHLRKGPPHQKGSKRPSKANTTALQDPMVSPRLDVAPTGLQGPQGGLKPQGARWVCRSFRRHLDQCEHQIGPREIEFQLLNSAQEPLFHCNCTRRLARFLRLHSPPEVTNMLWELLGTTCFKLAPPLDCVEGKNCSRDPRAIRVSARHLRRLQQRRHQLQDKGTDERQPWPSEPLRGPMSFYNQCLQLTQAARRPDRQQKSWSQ
DAX1 inh-1 – inhibitors of DAX1 repression of SF-1 activated StAR promoter | AID 652010 | 370,000 compounds, 1.1% hits | HEK293T StAR-luciferase reporter, SF-1/DAX-1 repression relief | inhibition, % at 6.8 µM;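 active = inhibition above the mean over all tested compounds plus 3 SD, cut at about 3.6% in these data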;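 note: 0% = DAX-1 cells with DMSO and 100% = cells lacking DAX-1 with DMSO; higher inhibition means more luminescence from relief of DAX-1 repression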
SMARCA2 act – increases SMARCA2 function in MMTV reporter cells | activation, % at 9.1 µM | 370,000 compounds, 1% hits | MG213 cells, MMTV-luciferase reporter, dexamethasone, overnight; in the data active = activation above about 7.8%;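 note: 0% = vehicle wells and 100% = reference activator wells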
GAA850 FXN act – frataxin GAA850 promoter activation | 360,000 compounds, 0.56% hits | HEK293 lucGAA850 FXN promoter luciferase reporter, 24 h; percent of 10 µM SAHA response | activation, % at 6 µM | AID 540364;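 active = activation above the average of all compounds screened plus 3 SD, cutoff fixed separately per campaign, cut at about 7.5% in these data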;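 note: 0% = DMSO wells and 100% = 10 µM SAHA wells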
DAX1 inh-2 – NR0B1 (DAX1) inhibition | HEK293 Gal4-DAX1 luciferase reporter, luminescence | inhibition, % at 6.75 µM | 340,000 compounds, 0.99% hits | AID 504766;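 active = inhibition above the mean over all tested compounds plus 3 SD, cut at about 4.2% in these data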;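 note: 0% = DAX1-transfected cells with DMSO and 100% = empty-vector control cells with DMSO; inhibition shows as a rise in luminescence from relieved DAX1 repression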
Target sequence (P51843 207-470 limits assumed): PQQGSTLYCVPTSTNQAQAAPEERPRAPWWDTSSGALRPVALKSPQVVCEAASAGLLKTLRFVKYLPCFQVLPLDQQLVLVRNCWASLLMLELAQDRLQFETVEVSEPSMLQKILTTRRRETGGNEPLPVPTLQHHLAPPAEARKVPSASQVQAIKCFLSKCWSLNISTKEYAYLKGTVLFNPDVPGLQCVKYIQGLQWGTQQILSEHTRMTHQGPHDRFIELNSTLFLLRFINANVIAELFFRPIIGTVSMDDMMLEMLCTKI
hgDAF12 agonist – activates the H. glycines DAF-12 receptor ligand-binding domain; HEK293 GAL4-hgDAF12 UAS-luciferase reporter, agonist luminescence; normalized to butyrate control; activation, % at 6.8 µM; 370,000 compounds, 1.8% hits; AID 687014;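 active = activation above a cutoff set at the mean of all screened compounds plus 3 SD, cut at about 10% in these data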;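 note: 0% = DMSO wells and 100% = sodium butyrate wells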
GC-B act – GC-B (human) receptor activation. HEK293-GC-B cells, CNP EC30, cGMP TR-FRET; 0% at EC30 CNP, 100% saturating CNP. P20594. 370,000 compounds, 0.11% hits. activation, % at 10 µM;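 active = activation at 10 µM reaching about 35% in either raw or pattern-adjusted values, limit read from the data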
hcDAF12 agonist – activators of H. contortus DAF-12 nuclear receptor. HEK293 hcDAF-12 lit1-tk-luc reporter, luminescence; 0% DMSO, 100% Δ7-dafachronic acid. activation, % at 6.8 µM. 370,000 compounds, 1.4% hits;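 active = activation above the mean of all tested compounds plus 3 SD, cut at about 5.5% in these data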;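 note: 100% = response to 3 µM Δ7-dafachronic acid high control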
ssDAF-12 act – activators of S. stercoralis DAF-12 nuclear receptor; activation, % at 6.8 µM; HEK293 ssDAF-12/GRIP1 lit1-tk-luc reporter, luminescence; % of 3 µM dafachronic acid response; 370,000 compounds, 1% hits; AID 652126;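 active = activation above the mean over all tested compounds plus 3 SD, cut at about 0.9% in these data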;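 note: 0% = DMSO-only wells and 100% = 3 µM delta7-dafachronic acid wells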
* hit, by the source's call; i = inactive; nt = not tested or not shown.

SMILES	GC-A act	ADAM10 inh	HGIII-sPLA2 inh	DAX1 inh-1	SMARCA2 act	GAA850 FXN act	DAX1 inh-2	hgDAF12 agonist	GC-B act	hcDAF12 agonist	ssDAF-12 act
O=C(COc1ccc(Cl)cc1)NC1=NN(c2ccccc2)C(=O)C1	-4	2	-5	-1.0	-1	2.6	3.4	-2.9	-8	-2.2	-1.2
CC(C)(C)Nc1nc(Nc2ccc([N+](=O)[O-])cc2)nc(NC(C)(C)C)n1	1	-2	-4	0.4	-1	0.3	-0.8	-1.2	-2	2.3	-1.2
Cc1ccc(NC(=O)CCc2ccc(C)o2)c(Br)c1	4	1	-20	0.1	1	2.0	-0.7	1.7	-1	1.2	-0.8
CC(C)CN1CC(C(=O)O)CC1=O (stereo not given)	-1	1	1	0.1	-4	0.5	2.5	1.8	4	-0.1	-1.2
COC(=O)/C=C1/S/C(=N/NC(=O)c2ccccc2C)NC1=O	1	6	10	1.2	-2	-1.7	0.8	-0.9	-5	-1.4	-1.2
COc1ccc(CCN2C(=O)CC(Nc3ccc(N4CCOCC4)cc3)C2=O)cc1OC (stereo not given)	-1	8	8	-0.6	0	-1.8	-0.8	0.5	-5	-1.0	-1.4
COc1ccccc1N(CC(=O)NCCc1ccccc1)C(=O)CCC(=O)Nc1nccs1	-6	3	-6	-0.1	6	0.5	-2.0	-1.8	-1	-0.1	-1.2
O=C1C2=C(c3ccccc31)[N+](=O)[C@@H]1CCCC[C@@H]1N2[O-]	1	1	2	1.3	2	-0.5	0.7	6.0	2	3.0	-0.6
COCCN(C(=O)Cc1cccs1)C(C(=O)NCc1ccc(OC)cc1)c1ccc(C(C)C)cc1 (stereo not given)	1	12	1	-1.2	-4	-2.5	-1.0	-5.7	0	-2.8	-2.2
Cc1cccc(OCC(=O)NCC(=O)N=Nc2c(O)[nH]c3ccc([N+](=O)[O-])cc23)c1	-8	-8	-2	0.1	0	2.4	6.1*	2.9	-3	3.2	0.2

Brought forward from above: 2 entries, then new ones.
SMILES	GC-A act	ADAM10 inh	HGIII-sPLA2 inh	DAX1 inh-1	SMARCA2 act	GAA850 FXN act	DAX1 inh-2	hgDAF12 agonist	GC-B act	hcDAF12 agonist	ssDAF-12 act
COCCN(C(=O)Cc1cccs1)C(C(=O)NCc1ccc(OC)cc1)c1ccc(C(C)C)cc1 (stereo not given)	1	12	1	-1.2	-4	-2.5	-1.0	-5.7	0	-2.8	-2.2
Cc1cccc(OCC(=O)NCC(=O)N=Nc2c(O)[nH]c3ccc([N+](=O)[O-])cc23)c1	-8	-8	-2	0.1	0	2.4	6.1*	2.9	-3	3.2	0.2
COc1ccccc1CN(Cc1ccco1)S(=O)(=O)c1ccc(-n2cnnn2)c(OC)c1	-6	6	-3	0.2	-3	-0.6	-0.7	-3.4	1	-1.6	-1.8
c1ccc(Cn2nnc3c(NCC4CCCO4)nc(C4CC4)nc32)cc1 (stereo not given)	12	-4	-16	-2.4	-3	1.3	0.6	-1.5	11	-2.5	-1.4
O=C(CCN1C(=O)c2ccccc2S1(=O)=O)NCc1ccc(F)cc1	-3	-8	10	1.4	-4	-0.4	-0.8	-1.3	0	0.1	-1.4
COc1ccc(C(CC(=O)O)n2cnnn2)cc1 (stereo not given)	1	-3	2	-0.2	-2	2.2	0.4	1.0	-1	-1.6	-1.3
COc1cc(NC(=O)CC[C@H]2O[C@@H](n3cnc4c(NC(=O)c5ccccc5)ncnc43)[C@H](O)[C@@H]2O)cc(OC)c1OC	2	0	-2	0.1	-3	nt	nt	0.5	1	0.3	-0.4
C/C=C(\C)C(=O)OC1c2c(ccc3ccc(=O)oc23)OC(C)(C)C1OC(C)=O (stereo not given)	-6	-139	-6	-1.4	3	-2.4	3.7	4.1	-3	-0.2	-1.0
Cc1ccc(SCCc2cc[n+](CC(=O)c3ccccc3)cc2)cc1	-2	-4	-2	0.7	0	-2.2	0.2	-2.1	0	0.2	-0.1
O=C(Nc1ccc(Br)cc1)c1cccc(NC(=O)C2C3CC4OC(=O)C2C4C3)c1 (stereo not given)	3	1	-19	-0.5	3	2.0	-1.6	0.5	-4	-0.5	-0.7
Cc1nnc(SCC(=O)N2c3ccccc3CC2C)[nH]c1=O (stereo not given)	0	7	4	-0.7	-4	-1.0	-0.3	4.3	4	1.4	-1.2
COC(=O)c1ccc(NC(=O)CN(C2CCCCC2)S(C)(=O)=O)cc1	-4	1	-3	-0.4	-3	-0.8	0.5	0.5	0	0.7	-0.2
Cc1ccc(-n2nc(N)c3c(=O)oc(N(C)C)nc32)cc1	7	4	-3	0.5	-2	-0.8	0.2	1.4	3	0.8	-0.4
Cc1nc(SCCO)c2oc3ccccc3c2n1	4	7	-4	0.7	1	5.0	-0.3	3.5	-3	-2.2	-1.0
CCCn1c(=O)c(C(=O)c2ccccc2)nc2ccccc21	3	4	6	-0.1	-2	-0.7	-1.0	-1.1	5	-1.7	-1.5
CC1(c2nnc(Cc3ccccc3)o2)CC(c2ccc(OC(F)(F)F)cc2)=NO1 (stereo not given)	2	5	-16	-0.2	1	-2.2	0.2	1.1	2	-1.8	-1.5
COc1ccc(N(CC(=O)Nc2ccccc2C(=O)N2CCCC2)S(C)(=O)=O)cc1	-1	-1	0	-0.1	-3	2.2	0.0	1.7	1	-1.9	-1.2
COc1ccc(-c2cc(=O)[nH]c(=S)[nH]2)cc1	1	-5	12	-0.2	0	3.0	0.0	-3.9	-1	-0.1	-1.4
COc1ccc(Nc2nc(C(=O)N3CCc4ccccc4C3)cs2)cc1	-5	0	-2	-0.7	-4	0.9	1.3	0.7	-1	-1.6	-1.9
CN(Cc1ccccc1)C(=O)COC(=O)c1ccc(Cl)cc1N	2	i	-9	-0.8	-2	3.4	-0.2	-2.9	-2	0.1	-1.5
CC(NC(=O)c1ccco1)C(=O)O (stereo not given)	2	-1	7	0.3	0	1.9	1.6	2.6	7	-0.4	-0.9
CCCCC(=O)Nc1ccc(Cl)cn1	0	-2	1	-0.2	-1	2.4	-1.2	1.0	4	-0.2	-0.9
Cc1ccc(C)c(C(=O)COc2ccc(C)nc2[N+](=O)[O-])c1	nt	0	-1	-0.4	1	4.3	-0.2	-1.9	nt	1.8	-0.5
Cc1nc(/C(=N/O)C(N)=O)cs1	6	3	-2	0.1	0	-1.1	0.6	2.0	-2	-1.8	-0.9
COC(=O)c1ccc(Cn2c(C)c(C(=O)NCc3ccco3)sc2=O)o1	3	-15	9	-1.0	-4	-4.3	nt	1.8	-2	-0.1	-1.4
CCCCn1c(N)c(N(CCOC)C(=O)COc2c(C)cccc2C)c(=O)[nH]c1=O	0	-12	22*	-0.3	-3	1.0	0.3	1.4	4	-1.9	-0.9
CCn1c(CC(=O)Nc2ccc(Cl)cc2)nnc1SCC(=O)N1CCOCC1	3	5	-8	1.2	4	0.0	-0.1	0.0	-3	-0.4	-1.1
CCSc1nnc(NC(=O)Cc2ccc(OC)c(S(=O)(=O)N3CCOCC3)c2)s1	2	-1	-12	0.3	-3	0.6	1.1	-0.3	2	-0.8	-0.9
COc1ccc(OCC(=O)N/N=C/C2CC=CCC2)cc1 (stereo not given)	0	5	2	-0.5	5	0.3	0.4	-2.6	4	-1.2	-1.6
O=C1CCCc2nc(N3CCCCC3)sc21	-2	-4	-6	1.1	3	2.0	0.5	2.5	-6	0.6	0.0
N#C/C(=C/C=C/c1ccccc1)C(=O)Nc1ccccc1	4	1	-6	-0.4	-1	1.7	-0.9	-1.1	-2	-2.1	-0.6
Cc1ccc(CSc2ccc(C(=O)N3CCOCC3)cc2[N+](=O)[O-])cc1	-1	8	10	0.8	-4	0.3	-0.4	-3.0	-2	-1.6	-0.9
COc1cccc(C=NNC(=O)CSc2nc3ccccc3[nH]2)c1O	-2	17	-36	-3.9	-7	nt	nt	-6.6	-11	-2.9	-1.6
N/C(=N\OC(=O)c1cc(-c2ccccc2)nc2ccccc12)c1ccncc1	-2	0	0	-0.7	3	1.1	0.8	0.3	-4	1.5	-1.3
COc1ccccc1CN1CC(C(=O)NCCCc2ccc(F)cc2)CCC1=O (stereo not given)	0	-4	0	-1.9	-4	0.5	-0.6	3.2	-1	-2.8	-1.3
Cn1c(C(=O)N2COCC2(C)C)cc2c(=O)n3ccccc3nc21	15	i	-4	1.3	1	3.1	1.1	2.7	13	-0.3	0.1
Cc1cccc2sc(NC(=O)C3=NN(c4ccccc4)C(=O)CC3)nc12	-5	1	0	-0.2	1	0.2	0.7	3.5	-5	5.4	0.1
COCCn1c(=O)[nH]c2cc(C(=O)OC)ccc2c1=O	7	-134	2	-0.1	-2	0.5	-0.4	4.6	3	0.0	-0.3
C=CCN(C(=O)Cn1nc(C)n2c(cc3cc(C)ccc32)c1=O)c1ccccc1	12	-21	3	-0.3	-3	0.9	-0.8	-1.1	10	-0.9	-1.1
COc1ccc(/C=N/NC(=O)c2cccnc2)c(C(=O)O)c1OC	3	-7	13	0.5	-3	1.7	0.6	-0.4	-6	0.4	-1.5
CCOC(=O)c1cc(C#N)c(SC)nc1C	4	-3	4	-0.2	0	0.9	-0.3	0.0	0	0.1	-1.0
O=C(/C=C/Nc1ccc(F)cc1)c1ccco1	1	2	-5	2.7	6	3.2	2.8	6.6	4	4.0	-0.8
CCOc1c(Cl)cc(CNCC(C)C)cc1OC	-3	4	3	-0.2	-3	0.8	0.2	-0.4	0	-0.1	-1.1
CCN(CC(=O)Nc1cc(Cl)ccc1C)C(=O)c1cc([N+](=O)[O-])ccc1N1CCOCC1	-3	-3	13	1.8	-5	1.8	0.3	-1.2	0	0.3	-1.6
COc1ccccc1CC(=O)Nc1ccc(-c2nnc(-c3ccco3)o2)cc1	-5	-243	-9	-0.8	3	1.1	-1.7	-2.0	4	-2.8	-1.3
Cc1sc2nc(-c3ccco3)oc(=O)c2c1C	-3	10	10	-0.2	-1	0.2	2.3	0.6	-4	-0.5	-0.9
Cc1cc(O)c(-c2cc(C(=O)Nc3ccc(S(=O)(=O)N4CCOCC4)cc3)[nH]n2)cc1C	-5	6	-53	-1.1	-3	-1.9	-1.0	-5.1	-2	-2.9	-1.3
CCc1ccc(N(C(=O)c2csnn2)C(C(=O)NC2CCCCC2)c2cccnc2)cc1 (stereo not given)	-2	-3	6	0.0	-1	-1.3	-0.1	-0.5	-4	-1.7	-1.2
Cc1ccc(F)cc1NC(=O)CSc1nnc(CNC(=O)c2ccco2)n1C	-1	-8	15	1.2	-5	0.8	1.2	0.2	6	-1.1	-1.1
Cc1cc(C)cc(N(CC(=O)NCc2ccco2)C(=O)CCC(=O)Nc2ccccn2)c1	2	2	-4	-0.8	7	1.2	-0.1	0.0	-4	0.2	-1.1
CC1(C)Oc2ccc(C(=O)NC3CCCC3)cc2N(CC(=O)NC2CCCCC2)C1=O	0	-3	0	-0.9	2	0.4	-0.1	0.1	2	-1.5	-1.3
O=C(Nc1cc(S(=O)(=O)N2CCCC2)ccc1OCC(F)(F)F)c1ccc(F)cc1	-1	0	-10	0.4	-2	-0.3	0.9	-0.4	1	-1.1	-1.1
COc1ccccc1NC(=O)N1CCN(C)CC1	4	-21	4	0.4	-2	0.4	-1.2	0.0	0	-1.0	-1.2
